From PubChem
TTR transcr act – increases transthyretin transcription | SH-SY5Y TTR promoter Gaussia luciferase, luminescence; 100% = recombinant luciferase protein wells | activation, % at 16.7 µM | actives 1.3% (n = 92,000) | AID 1117267;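 active = activation above the mean of all tested compounds plus 3 SD, cut at about 9.5% in these data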;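 also: cells exposed to compounds for one day before reading; 0% = median of all test compound wells on the plate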
* hit, by the source's call. This is a subset, so the mix of outcomes need not match the whole.

Start of the data: the first 3 compounds (preview)
SMILES	TTR transcr act
CCC1=CCN(CCc2c(C)[nH]c3ccccc23)CC1	0.1
O=Cc1cn(Cc2ccc(F)cc2)c2ccccc12	-2.6
C[C@@]1([C@@H](NP(=O)(c2ccccc2)c2ccccc2)c2ccccc2)C[C@H]1CCO	3.4

The whole of this part, previewed entries included:
SMILES	TTR transcr act
CCC1=CCN(CCc2c(C)[nH]c3ccccc23)CC1	0.1
O=Cc1cn(Cc2ccc(F)cc2)c2ccccc12	-2.6
C[C@@]1([C@@H](NP(=O)(c2ccccc2)c2ccccc2)c2ccccc2)C[C@H]1CCO	3.4
CSc1ccc(CN2CCN(C(=O)Cc3ccccc3)CC2)cc1	-1.8
O=C(COC(=O)Cc1ccccc1)NC12CC3CC(CC(C3)C1)C2	-0.6
O=C(O)CCn1cc(C=C2C(=O)NC(=S)NC2=O)c(-c2cccc(Br)c2)n1	1.1
CCC(C)NC1(c2ccccc2)CCCCC1 (configuration not stated)	0.8
CC1(C(=O)O)CCCC2(C)c3cc(O)ccc3CCC12 (configuration not stated)	-0.8
C[C@H]1CN([C@@H](C)CO)C(=O)CCCn2nncc2CO[C@H]1CN(C)C(=O)Oc1ccccc1	-1.0
CC1c2ccccc2-n2nncc2CN1C (configuration not stated)	-0.3
CN(C)c1ccc(C=C2C(=O)NC(=O)NC2=O)cc1	-1.6
COc1cccc(C(=O)C2CCCN(Cc3ccccn3)C2)c1 (configuration not stated)	-0.9
CC1CCCN(C(=O)CN2C3CCC2CC(O)(c2ccc(F)cc2)C3)C1 (configuration not stated)	0.2
COC(=O)C1C(c2ccc(F)cc2)CC2CCC1N2C (configuration not stated)	-0.4
Cc1cc(/C=C2\C(=O)NC(=O)N(c3ccccc3)C2=O)c(C)n1-c1ccc(C(=O)O)c(Cl)c1	0.3

Some of the entries above, reformatted.
O=C(COC(=O)Cc1ccccc1)NC12CC3CC(CC(C3)C1)C2
  TTR transcr act: -0.6

O=C(O)CCn1cc(C=C2C(=O)NC(=S)NC2=O)c(-c2cccc(Br)c2)n1
  TTR transcr act: 1.1

CCC(C)NC1(c2ccccc2)CCCCC1 (configuration not stated)
  TTR transcr act: 0.8

CC1(C(=O)O)CCCC2(C)c3cc(O)ccc3CCC12 (configuration not stated)
  TTR transcr act: -0.8

Further entries follow:
SMILES	TTR transcr act
CCOP(=O)(OCC)C1(C(=O)O)CCCC1	-0.4
CC(=O)N(C1=NCCCS1)c1ccc(F)cc1	0.7
CC(C)(C)NC(=S)N1Cc2ccccc2-n2nncc2C1	3.4
COc1ccc2c3c1OC1[C@H](O)CCC4[C@@H](C2)N(C)CC[C@]314 (some centres not stated)	1.1
CCCC(=O)c1cc(CP(=O)(OCC)OCC)oc1C	-1.2
COc1cccc(N=Cc2c(O)n(Cc3ccco3)c(=O)[nH]c2=O)c1	-2.1
CCOc1ccc(C(=O)OC2CC3CCC(C2)N3C)cc1 (configuration not stated)	3.0
O=P(O)(O)Oc1ccccc1P(=O)(c1ccccc1)c1ccccc1	-0.9
COC(=O)c1ccc(NC(=O)CSc2nc3ccc(N4C(=O)C5C6C=CC(C6)C5C4=O)cc3s2)cc1 (configuration not stated)	-5.7
CCOc1ccc(N)cc1	4.0
O=C(Cc1ccccc1)N1CCN(Cc2ccc(Cl)cc2)CC1	4.7
O=c1c2ccccc2nc(CSc2ncnc3nc[nH]c23)n1-c1ccccc1Cl	-1.5
CCc1c(C)nc(N)nc1N1N=C1SCC(=O)OC	1.5
O=C1/C(=C/c2cccc([N+](=O)[O-])c2)N2CCC1CC2	-0.6
CN1C2CCC1C(C(=O)O)C(OC(=O)c1ccccc1)C2 (configuration not stated)	4.8
CN(C)c1ccc(NC(=O)CN2C(=O)CN=C(c3ccccc3)c3cc(Cl)ccc32)cc1	-1.1
CC1c2ccccc2-n2nncc2CN1CC1CCCCC1 (configuration not stated)	1.3
COC(=O)C1=C(c2cc3ccccc3s2)C[C@@H]2CC[C@H]1N2C(=O)NCc1cccc2ccccc12	-3.3
CC1=C(C(=O)OC(C)C)[C@]2(C(=O)N(CC(N)=O)c3ccccc32)C(C#N)=C(N)O1	2.4
Cc1ccc(/C=C2/C(=O)NC(=O)N(CCc3ccc(F)cc3)C2=O)o1	-1.0
CC1(C)CC2CCC(O)C2C(CCO)N1 (configuration not stated)	1.2
C/C=C1/CN2[C@@H]3C4CO[C@@H]3c3c([nH]c5cc(OC)ccc35)[C@@H]2CC14 (some centres not stated)	1.1
COCCCNC(=O)c1c(NC(=O)c2ccccc2Cl)n(Cc2ccccc2)c2nc3ccccc3nc12	1.8
C[N+]1=C(N)NC2=C3CCCCC3ONC2C1 (configuration not stated)	-1.3
CCOP(=O)(OCC)C(NC(=O)c1ccc(OC)cc1)C(Cl)(Cl)Cl (configuration not stated)	2.1
O=C(COc1ccc(Cl)cc1)N1CCN(C2CCCC2)CC1	0.2
CCOC(=O)C1CCN(/C=C2/C(=O)NC(=O)N(Cc3ccco3)C2=O)CC1	2.2
CC(=NCc1cccnc1)c1c(O)n(-c2ccc(Cl)cc2)c(=O)[nH]c1=O	-1.8
COC(=O)C1=C(c2ccc(F)cc2OCc2ccccc2)C[C@@H]2CC[C@H]1N2C(=O)NCc1ccc2c(c1)OCO2	-5.2
CN1C(=O)C(=Cc2ccc(N3CCCCCC3)cc2)C(=O)N(C)C1=O	1.4
COC(=O)C1=C(c2cccc3c2S(=O)(=O)c2ccccc2-3)C[C@@H]2CC[C@H]1N2C(=O)N1CCc2cc(OC)c(OC)cc2C1	-2.4
COC(=O)C1=C(c2c(C)noc2C)C[C@@H]2CC[C@H]1N2C(=O)N1CCC(O)(c2ccc(Cl)cc2)CC1	-3.5
Brc1ccc2c(c1)C(OC1CN3CCC1CC3)c1ccccc1CS2 (configuration not stated)	-4.9
CCCC12CN3CN(C1)CC(CCC)(C3)C2O (configuration not stated)	0.8
COC(=O)[C@@H]1N=C(c2ccc(OC)cc2)O[C@]12C(=O)N(C)c1cccc(Cl)c12	-0.6
Cc1ccc2[nH]c(=S)n(-c3cccnc3)c(=O)c2c1	-1.5
Cn1c(O)c(C(=Nc2ccc(F)cc2)c2ccccc2)c(=O)n(C)c1=O	6.1
CCc1ccccc1NC(=O)CNCc1ccccc1	-1.7
Cc1ccc(-n2c(O)c(/C=N/N3CCOCC3)c(=O)[nH]c2=S)cc1	10*
Cn1c(C(=O)N2CCC3(CC2)OCCO3)cc2c(=O)n(C)c3ccccc3c21	-2.2
COc1ccc(OC(=O)N(C)C[C@H]2OCc3cnnn3CCCC(=O)N([C@@H](C)CO)C[C@H]2C)cc1	-1.7
COc1ccc(NC(=O)c2cn(CCC#N)nc2-c2ccccc2)cc1	7.0
CC(C)(OOC1(c2ccccc2)NC(=O)c2ccccc21)c1ccccc1 (configuration not stated)	2.0
CC1([N+](=O)[O-])COP(=O)(Nc2cccc(F)c2)OC1 (configuration not stated)	0.0
Oc1ccc(C2NCc3ccccc3-n3cccc32)cc1Cl (configuration not stated)	2.5
Cc1sc2nc(COC(=O)Cc3ccccc3)[nH]c(=O)c2c1C	3.2
O=C1NC(=O)N(CCC2=CCCCC2)C(=O)/C1=C/c1ccc(O)cc1	0.6
Cc1cccc(OP(=O)(Oc2ccccc2)OC(c2ccccc2)C(F)(F)F)c1 (configuration not stated)	-0.7
CCOC(=O)C1=C(C)N(C)C2(C)CC1c1ccccc1O2 (configuration not stated)	-0.8
Cc1cc(O)c(CN2CCN(c3ccccc3)CC2)cc1C	-5.0
CCOC(=O)CC1=C(C(=O)OCC)C2(C(=O)N1CC(=O)OC)C(C#N)=C(N)Oc1ccccc12 (configuration not stated)	-0.5
CCN1C[C@]2(COC(=O)c3ccccc3N)CC[C@H](OC)C34[C@@H]5C[C@H]6[C@H](OC)[C@@H]5[C@](O)(C[C@@H]6OC)[C@@](O)([C@H]13)[C@@H](OC)[C@@H]42	1.4
Cc1nc2c(-c3ccc(F)cc3)c(C)nn2c(C)c1CCC(=O)N1CCC2(CC1)OCCO2	-2.3
CC(=O)Nc1cc(C(=O)N2CCC3(CC2)OCCO3)ccc1Sc1ccc(C)cc1	1.9
Cc1ccsc1CNCCc1ccc(F)cc1	4.7
Cc1cccc(N=Cc2c(O)n(C)c(=O)n(C)c2=O)c1	1.7
Fc1ccc(C2N3CCCN23)cc1 (configuration not stated)	-0.3
Nc1nonc1OCCCCOc1nonc1N	-1.5
O=C(Cc1ccccc1)N1CCN(CCCc2ccccc2)CC1	0.1
COC(=O)C1=C(c2ccc(S(C)(=O)=O)cc2)C[C@@H]2CC[C@H]1N2C(=O)NCCO	4.3
The results go on:
SMILES	TTR transcr act
CC(CCc1ccccc1)NCCC#N (configuration not stated)	1.4
COc1cc(O)c2c(c1)/C=C/C[C@H](O)[C@H](O)[C@@H](O)/C=C/C[C@H](C)OC2=O	0.8
Cn1cc(C(=O)N2CCC3(CC2)OCCO3)c2c3ccccc3n(C)c2c1=O	-1.2
COc1cccc(-n2c(O)c(C=NCCN3CCOCC3)c(=O)[nH]c2=O)c1	-1.4
Cc1ccc(S(=O)(=O)N2Cc3cc(-c4ccccc4)ccc3-n3nncc3C2)cc1	1.5
CN1C(=O)/C(=C/c2ccc(Cl)s2)C(=O)NC1=S	3.7
CCOC(=O)[C@]1(C#N)[C@@H]2C=CC(C(C)=O)=CN2[C@@H](C(N)=O)[C@@H]1c1ccsc1	-1.0
Cc1ccc(-c2nc3ccccc3c(=O)n2-c2cccnc2)cc1	1.1
Cc1ccc2c(c1)C1CN(C)CCC1N2S(=O)(=O)c1ccccc1 (configuration not stated)	1.6
Cc1ncoc1C(=O)NCC1=C(c2ccc(S(C)(=O)=O)cc2)C[C@@H]2CC[C@H]1N2Cc1ccco1	-0.2
O=C1NC2C(=CC(O)C(O)C2O)c2cc3c(cc21)OCO3 (configuration not stated)	-6.1
Cc1ccc(S(=O)(=O)N2Cc3cc(N4CCOCC4)ccc3-n3nncc3C2)cc1	0.1
Cc1cc(OC(=O)CCNC(=O)OC(C)(C)C)c2c3c(c(=O)oc2c1)CCC3	-2.2
C=CCN1C(=O)NC(=O)/C(=C/C=C/c2ccccc2)C1=O	-5.7
O=c1[nH]c2ccccc2n1C1CCN(C(CCc2ccccc2)c2nnnn2Cc2ccccc2)CC1 (configuration not stated)	-5.2
COc1ccc(-c2cc(C(F)(F)F)n3nc(C(=O)N4CCC5(CC4)OCCO5)cc3n2)cc1OC	0.7
COc1ccc(-c2ccc3c(c2)CN(c2cccc(Cl)c2)Cc2cnnn2-3)cc1	-5.9
CN1C(=O)C(Cc2ccsc2)C(=O)N(C)C1=O	12*
CCc1ccc(CNCCc2ccccc2F)cc1	-1.5
CC(=NCc1ccc2c(c1)OCO2)c1c(O)[nH]c(=O)[nH]c1=O	2.5
CC1([N+](=O)[O-])COP(=O)(NC2CC2)OC1 (configuration not stated)	0.2
CCCCOC(=O)c1ccccc1C(=O)OCCCC	0.2
Cc1oc(-c2ccccc2Cl)nc1CN1C(=O)CN=C(c2ccccc2)c2ccccc21	-1.0
O=c1c2ccccc2nc(-c2cccs2)n1-c1cnccn1	-0.6
CCC(C(=O)N1CCC2(CC1)OCCO2)n1c2ccccc2c2nc(=O)cc(C)n21 (configuration not stated)	-0.9
C[C@]12CCC(=O)C[C@@H]1CC[C@@H]1[C@@H]2CC[C@]2(C)[C@@H](O)CC[C@@H]12	-1.9
COC(=O)[C@@H]1N=C(c2ccc(OC)cc2)O[C@]12C(=O)N(Cc1ccc(OC)cc1)c1ccccc12	-2.1
C=C1C(=O)OC2CC3(C)OC3CCC(C)=CC(OC(C)=O)C12 (configuration not stated)	-6.3
Cc1sc2ncn(CC(=O)NCCCC(=O)N3CCC4(CC3)OCCO4)c(=O)c2c1C	2.0
CC1=CC2OC3CC4OC(=O)C=CC=CC(C(C)O)OCC(O)C(C)CC(=O)OCC2(CC1O)C4(C)C31CO1 (configuration not stated)	-6.4
Fc1ccc(CN2CCN(c3ccc(Cl)cc3)CC2)cc1	-0.4
O=C1NC(=O)N(CCNc2ncc(C(F)(F)F)cc2Cl)C(=O)C1/C=N/OCc1c(F)cccc1Cl (configuration not stated)	-0.5
CCC(=O)N1CC(=O)Nc2ccc(Br)cc2C1c1ccccc1 (configuration not stated)	0.1
O=c1[nH]c(=S)n(Cc2ccc(F)cc2)c(O)c1/C=N/N1CCCCC1	-1.3
CCCCCCCn1c(=O)c(C(=O)Nc2cnccn2)c(O)c2ccccc21	-0.8
CC(C)N1CCN(c2ccc(O)cc2)CC1	3.4
Cc1nn(C)c(C)c1P(=S)(c1c(C)nn(C)c1C)N(C)C	9.9*
CC1C(c2ccccc2)OC(=O)N1C (configuration not stated)	4.1
O=C1NC(=O)N(CC2CCCO2)C(=O)/C1=C/c1cccs1 (configuration not stated)	-1.7
CC=C(CC)C1(CC)C(=O)NC(=S)NC1=O	0.5
C=CCn1c(O)c(C(C)=NCCCn2ccnc2)c(=O)[nH]c1=O	-1.0
COC(=O)C1=C(c2cccc(C#N)c2)C[C@@H]2CC[C@H]1N2C(=O)NCCOc1ccccc1Cl	-1.1
CC(C)OP(=O)(Oc1ccc(C(O)C(Cl)(Cl)Cl)cc1)OC(C)C (configuration not stated)	-2.2
CNC(=O)N(C)c1ccc(C(O)(C(=O)OC)C(F)(F)F)cc1 (configuration not stated)	-0.8
O=C(c1cccc(C(F)(F)F)c1)N1C[C@H]2C[C@@H](C1)c1cccc(=O)n1C2	2.7
O=c1c2ccccc2nc(-c2ccoc2)n1-c1ccccc1Cl	0.0
COC(=O)C1=C(c2ccc3ccccc3c2)C[C@@H]2CC[C@H]1N2C	-2.6
CCC(=NCCCn1ccnc1)c1c(O)n(-c2ccc(OC)cc2)c(=O)[nH]c1=O	17*
O=P(Oc1ccccc1)(Oc1ccccc1)N1CCN(c2ccc(F)cc2)CC1	-0.1
COC(=O)C1=C(c2c(C)noc2C)C[C@@H]2CC[C@H]1N2C(=O)N1CCCCC1	3.8

A different layout for 4 compounds above:
structure | TTR transcr act
O=c1c2ccccc2nc(-c2ccoc2)n1-c1ccccc1Cl | 0.0
COC(=O)C1=C(c2ccc3ccccc3c2)C[C@@H]2CC[C@H]1N2C | -2.6
CCC(=NCCCn1ccnc1)c1c(O)n(-c2ccc(OC)cc2)c(=O)[nH]c1=O | 17*
O=P(Oc1ccccc1)(Oc1ccccc1)N1CCN(c2ccc(F)cc2)CC1 | -0.1
